# MLL CXXC-DNA inh = qHTS Fluorescence Polarization Assay for Inhibitors of MLL CXXC domain - DNA interaction. actives 0.037% (n = 290,000). Potency, µM (highest dose often 115 µM), for inactives: at the highest dose activity change, negative = inhibition, most hits filed as inhibitors. AID 2662, 2010. MLL-CXXC / FITC-HOXA9 DNA fluorescence polarization; active = well fitted inhibition curve with a large enough effect in the polarisation, with a control signal flat, not every such curve was filed as active; inconclusive = small, poorly fitted or top-dose-only effect, or effect the other way, or a change in a side signal; inactive = no such curve, though single readings can be large or run the other way; the % refers to the polarisation; note: potency is the fitted concentration of half-maximal effect
#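 Steps: dispense CXXC domain solution (7 uM) → pin compounds or unlabeled HOX-A9 DNA control → 5 min ambient → add FLSN-HOX-A9 solution (50 nM) → spin → 30 min ambient → fluorescence polarization. Tris pH 7.5/NaCl/DTT/BSA buffer.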
# PTAP TSG101 blk = qHTS Assay for Iinhibitors of HIV-1 Budding by Blocking the Interaction of PTAP/TSG101. 340,000 tested, under 10 active. AID 493005, 2010. Potency, µM (doses to about 115 µM), without a hit: at the top dose activity change, negative = inhibition, hits mostly inhibitors. Fluorescence polarization, FITC-PTAP peptide / Tsg101 binding; active = well fitted inhibition curve with a large enough effect in the main read-out, with a control signal flat, not every such curve was filed as active; inconclusive = small, poorly fitted or top-dose-only effect, or effect the other way, or a change in a side signal; inactive = no such curve, though single readings can be large or run the other way; note: potency is the fitted concentration of half-maximal effect; % of control where 0% means no effect
#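 Compounds were pin-transferred onto Tsg101 binding domain (10 uM final) in HEPES pH 7.5 buffer, then FITC-PTAP peptide was added at 50 nM final. After 20 min at RT, polarization reported peptide displacement across a qHTS concentration series.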
# Menin MLL FP TR = qHTS Assay for Inhibitors Targeting the Menin-MLL Interaction in MLL Related Leukemias: Competition With Texas Red Labeled MLL-derived Mutant Peptide; O00255; Menin + Texas Red MLL mutant peptide, fluorescence polarization; Potency, µM (highest dose often 61.6 µM), for the others: at the highest dose FP activity change, negative = inhibition, hits mostly inhibitors; actives 0.23% (n = 270,000); AID 1768, 2009; active = well fitted inhibition curve with a large enough effect in the polarisation, with a control signal flat, not every such curve was filed as active; inconclusive = small, poorly fitted or top-dose-only effect, or effect the other way, or a change in a side signal; inactive = no such curve, though single readings can be large or run the other way; the % refers to the polarisation; note: potency is the fitted concentration of half-maximal effect; % of control where 0% means no effect; many of its hits are not listed in these tables
# Mito fusion act = qHTS Assay for Small Molecule Inhibitors of Mitochondrial Division or Activators of Mitochondrial Fusion; S. cerevisiae fusion-defective mutant growth rescue, CellTiterGlo 48 h; Potency, µM (highest dose often 46.1 µM), for inactives: at the highest dose growth rescue (activation), hits mostly activators; actives 0.23% (n = 320,000);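 note: potency is the fitted concentration of half-maximal effect; % of control where 0% means no effect; nearly all actives have a fitted effect of over 45% in size; temperature-sensitive fusion mutants such as fzo1-1 at 37 °C on non-fermentable ethanol glycerol medium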
#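 Read-out: ATP-based luminescence (CellTiterGlo, 10 min ambient) reporting growth of fusion-defective ts yeast after 48 hours at 37C on glycerol/ethanol YPEG medium in the presence of compound.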
# TSHR antagonist = Antagonists of the Thyroid Stimulating Hormone Receptor: HTS campaign; TSHR-expressing cells, TSH-stimulated cAMP HTRF, 2 h; active compounds read low; activity change, negative = inhibition, % at 11.5 µM; actives 0.2% (n = 330,000); AID 504810, 2011;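 active = activity change below a set negative limit, meaning inhibition stronger than a set level, cut at about -70% in these data; inconclusive = activity change between two set negative limits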; note: % is set by controls: 0 for no effect and ±100 for the full control effect
#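 TSHR-expressing cells, 200/well, pre-treated with compound, then stimulated with EC80 TSH (4nM final) for 2 hours at 37 deg C. cAMP measured by competitive HTRF: anti-cAMP cryptate antibody in lysis buffer plus cAMP-d2, read after 30 minutes at room temperature.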
# AT treatment = qHTS Assay for Identifying a Potential Treatment of Ataxia-Telangiectasia. AID 485349, 2010. Potency, µM (series often up to 57.5 µM), inactives show at the top dose activation, actives largely listed as activators. […] A-T fibroblasts, KAP-1 phosphorylation AlphaLISA; neocarzinostatin DNA damage 30 min before lysis. actives 0.19% (n = 320,000); note: potency is the fitted concentration of half-maximal effect; % of control where 0% means no effect; nearly all actives have a fitted effect of over 45% in size
#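 hTERT-immortalized A-T patient fibroblasts ([…]), 500 cells/well in OPTI-MEM, 1% FBS, got compounds for 60 min, then NCS for 30 min at 37C. Lysates were then assayed for phospho-KAP-1 by AlphaLISA (anti-pKAP1 donor, anti-KAP1 acceptor beads), 6 hr at 25C.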
# MBNL1-CUG inh = qHTS Assay for Inhibitors of MBNL1-poly(CUG) RNA binding | Muscleblind-like protein 1 (Homo sapiens), Q9NR56 | TR-FRET MBNL1-His/biotin-(CUG)12 binding, 665/545 ratio | Potency, µM (titrated, usually from 57.5 µM), without a hit: at the highest dose activity change, negative = inhibition, hits mostly inhibitors | actives 0.036% (n = 280,000) | AID 2675, 2010; active = well fitted inhibition curve with a large enough effect in the signal ratio, with a control signal flat, not every such curve was filed as active; inconclusive = small, poorly fitted or top-dose-only effect, or effect the other way, or a change in a side signal; inactive = no such curve, though single readings can be large or run the other way; the % refers to the signal ratio; note: potency is the fitted concentration of half-maximal effect; % is set by controls: 0 for no effect and ±100 for the full control effect
#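 TR-FRET between His-tagged MBNL1 and biotin-(CUG)12 RNA, detected with Tb anti-His antibody (0.055 ng/ul) and streptavidin-XL665 (5 nM), 60 min at room temperature. Compounds titrated 92 nM to 58 uM; 665/545 nm ratio normalized to buffer and complex controls.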
# TCR act = Activators of T cell receptors: qHTS campaign; primary human leukocytes, anti-CD3, IL-2 HTRF, 48 h; 330,000 tested, under 10 active; Potency, µM (doses to about 9.22 µM), for the others: at the top dose activation of IL-2 secretion, usual class: activators; AID 504894, 2011; note: % of control where 0% means no effect
#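 Activity was scored as IL-2 release from primary human leukocytes given only a TCR signal (a-CD3 beads) plus compound for 48 hr. Detection used a two-antibody HTRF format read at 665nm.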
# ASM inhibitor = Inhibitors of Secretory Acid Sphingomyelinase (S-ASM): qHTS. Sphingomyelin phosphodiesterase (Homo sapiens), P17405. placental ASM, HMU-PC fluorogenic substrate, 60 min. Potency, µM (highest dose often 57.5 µM), without a hit: at the highest dose activity change, negative = inhibition, most hits filed as inhibitors. actives 0.006% (n = 340,000). AID 504937, 2011; note: potency is the fitted concentration of half-maximal effect
#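 Fluorescence read-out (Ex 386 nm, Em 447 nm) after stopping the reaction at pH 10. Enzyme: ASM from human placenta; substrate HMU-PC0, 9 uM final; 60 min, 37 °C. Compound preincubation 10 min, ambient temperature.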
# Integrin act MD = qHTS for Activators of Integrin-Mediated Alleviation for Muscular Dystrophy; alpha7betagal myoblasts, beta-gal FDG fluorescence, 48 h; Potency, µM (top dose mostly 38.3 µM), for inactives: top-dose activation, usual class: activators; actives 0.064% (n = 350,000); AID 624291, 2012;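 note: potency is the fitted concentration of half-maximal effect; 100% = response of the positive control SU9516; nearly all actives have a fitted effect of over 60% in size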
#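 Alpha7betagal+/- myoblasts (passage 13) were plated 16-24 hr, then exposed to compounds (1:260 dilution of DMSO stock) for 48 hours at 37C. After MPER lysis, β-galactosidase reporter activity was read as FDG fluorescence (ex 480/em 540) after 30 minutes.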
# The depositor's hits bear a star; ? = inconclusive; . = no result given; [ ] = dose if it differs, or a comment. Unless noted, calls come from the whole dose curve; as a rule, active = well fitted curve in the direction sought with a large enough effect; inconclusive = small, poorly fitted or top-dose-only effect, or another doubt; inactive = no such curve, though single readings can be large; an effect the other way counts as inactive or inconclusive. These rows are one share of the data; rates above refer to the full screens.
cpd | SMILES | MLL CXXC-DNA inh | PTAP TSG101 blk | Menin MLL FP TR | Mito fusion act | TSHR antagonist | AT treatment | MBNL1-CUG inh | TCR act | ASM inhibitor | Integrin act MD
1 | CCOc1ccc(-c2nnc(-c3ccncc3)o2)cc1 | 0% | -8% | ? | -1% | 3 | . | -10% | 6% | -3% | 9%
2 | CCN(C(=O)c1coc(=O)c(Br)c1)c1ccc2c(c1)OCO2 | 22% | -14% | -24% | -5% | -13 | -5% | ? | . | . | -47%[inhibitor]
3 | CC(C)n1c2ccccc2c2nc3ccccc3nc21 | -5% | -4% | 20% | 3% | -10 | 35µM* | 22% | -9% | 2% | -14%
4 | Cc1ccccc1C1c2[nH]c3ccccc3c2CCN1CCCn1cccn1 (stereo not drawn) | -2% | 1% | -6% | -1% | 11 | -2% | 13% | -4% | 151%[activator] | 7%
5 | CC(C)Cn1c(SCc2nc3ccccc3c(=O)[nH]2)nc2ccccc2c1=O | 15% | -1% | -6% | 5% | 16 | -5% | -2% | -2% | -1% | -21%
6 | c1ccc(CN2CCCC3(CCCN(Cc4nc(COc5ccccc5)no4)C3)C2)cc1 (stereo not drawn) | 5% | 0% | ? | 2% | -5 | 0% | -10% | 2% | 0% | -13%
7 | CCOc1ccc(/C=N/n2c(SC)nnc(C(C)(C)C)c2=O)cc1 | -1% | -1% | -30% | 7% | -13 | 7% | -8% | 0% | -3% | 7%
8 | O=C(Oc1ccc(N(Cc2cccs2)C2=NS(=O)(=O)c3ccccc32)cc1)c1ccccc1F | 31%[activator] | -7% | -12% | 2% | -4 | 1% | -4% | -7% | 0% | 3%
9 | Oc1ccc(C=Nc2ccc(N3CCOCC3)cc2)c(O)c1 | 15% | 7% | ? | 3% | -21 | -1% | 4% | 4% | 5% | 8%
10 | CSc1nnc(NC(=O)c2cc(=O)c3cc(C)cc(C)c3o2)s1 | 3% | -5% | . | 21% | -7 | 1% | . | 9% | 0% | 20%
11 | CC1=C([N+](=O)[O-])C(c2ccccc2)C2=C(N1)c1ccccc1C2=O (stereo not drawn) | -3% | -2% | ? | 20% | -6 | -4% | ? | -12% | ? | 22%
12 | O=C(CSc1nncs1)NNC(=O)c1ccccc1Br | . | 0% | . | . | -2 | -2% | . | 2% | 3% | ?
13 | Cc1nn(Cc2ccc(F)cc2)c2sc(C(=O)Nc3ccc(N4CCOCC4)cc3N3CCOCC3)cc12 | -4% | -7% | -4% | -3% | 3 | 5% | 3% | -2%[46.1 µM] | -7% | -29%
14 | CC1=C(C(=O)O)N2C(=O)C(NC(=O)c3nn(C)cc3Cl)C2SC1 (stereo not drawn) | 2% | -3% | -9% | -2% | -3 | -4% | -6% | -4% | 1% | -21%
15 | CCOCCc1nnc(NC(=O)Cc2ccc(Br)cc2)s1 | -13% | 0% | 1% | -2% | 1 | -2% | 1% | -2% | 3% | 21%
16 | CCCC(=O)Nc1ccc(C(=O)/C=C/c2ccc(SC)cc2)cc1 | 32%[activator] | -3% | -3% | 10% | -15 | 1% | -9% | 0% | 175%[activator] | -46%[inhibitor]
17 | CCC(Sc1nc2cc3c(cc2c(=O)n1Cc1ccco1)OCO3)C(=O)Nc1ccccc1OC (stereo not drawn) | ? | -2% | -3% | 2% | 4 | 5% | 1% | -2% | -6% | 2%
18 | COc1ccc(S(=O)(=O)c2c(O)cc(C)c(NS(=O)(=O)c3ccccc3)c2C)cc1 | 10% | -8% | ? | 6% | -17 | -7% | -1% | 0% | 1% | -31%
19 | CC(OC(=O)c1cc(=O)[nH]c2ccccc12)C(=O)NCc1ccccc1 (stereo not drawn) | . | -4% | . | -6% | -1 | 2% | . | -3% | 29% | 4%
20 | CCOC(=O)c1nn(-c2ccc([N+](=O)[O-])cc2)cc1O | 30% | -2% | . | 0% | -2 | 0% | ? | 12% | -6% | 25%
21 | O=C(CSc1nnnn1Cc1ccccc1)NC1CCCCC1 | 15% | 2% | -3% | -2% | -2 | 1% | -1% | -3% | 3% | -4%
22 | CC(C)(C)CC(C)(C)NCC(O)COc1c(F)cc(Br)cc1F (stereo not drawn) | -4% | -2% | -5% | 0% | 13 | . | -7% | -3% | -1% | 1%
23 | CC(=O)c1c(C)[nH]c(C(=O)NC2CCSc3ccccc32)c1C (stereo not drawn) | 10% | -4% | . | 3% | 1 | -10% | -5% | -3% | 1% | -16%
24 | CCOC(=O)C1(CC2CC2)CCN(Cc2cnc(-c3ccccc3C)nc2)CC1 | -1% | 0% | -21% | -11% | 1 | -4% | 3% | -1% | 1% | -37%
25 | CCc1cccc(C)c1NC(=O)CN(C)Cc1ccc(Br)cc1 | 2% | -4% | ? | ? | -26 | 34% | -6% | -3% | 3% | 7%
26 | O=C(Cn1c(C(=O)N2CCN(C3CCCCC3)CC2)cc2sccc21)c1ccccc1 | -1% | -4% | -11% | 0% | 9 | -1% | 1% | -10% | 0% | -19%[7.66 µM]
27 | O=C(O)CSC1CC(=O)N(c2ccc(Br)cc2)C1=O (stereo not drawn) | -1% | -6% | -1% | -6% | -4 | 4% | -7% | -1% | 2% | 2%
28 | O=C(Cn1ccc([N+](=O)[O-])n1)NCc1ccccc1 | . | -2% | . | . | . | . | . | 1% | 2% | 19%
29 | CSCC(=O)N1CCC(n2nccc2NC(=O)CCc2ccccc2)CC1 | -3% | 0% | . | 1% | -4 | 6% | -1% | -3% | 2% | ?
30 | O=c1c2ccccc2nc(SCc2nnc(-c3ccccc3Br)o2)n1-c1ccccc1 | -2% | -10% | 0% | 13% | -9 | -1% | ? | -2%[46.1 µM] | -3% | 8%
31 | Cc1ccccc1NC(=O)Cn1c(CCC(=O)O)ccc1-c1cccs1 | 16% | -1% | 10% | 1% | -2 | -1% | 0% | 4% | 46%[activator] | -5%
32 | O=C1[C@@H]2[C@H](C(=O)N1Cc1ccco1)[C@H]1C=C[C@@H]2C1 | -2% | -10% | . | -11% | 2 | -3% | -1% | . | 2% | -1%
33 | Cc1ccc(C2=Nc3ccccc3N(C(=O)c3ccccc3)C(C)C2)cc1 (stereo not drawn) | 4% | -2% | 0% | 20µM* | -25 | 1% | 6%[11.5 µM] | -1%[46.1 µM] | -9% | 5%
34 | Cc1c(C(=O)O)sc(=S)n1-c1ccccc1 | 10% | -3% | -10% | 1% | -9 | 4% | -2% | 9% | -3% | 29%
35 | O=C(Nc1ccccc1)c1ccc(-c2ccc([N+](=O)[O-])cc2)o1 | 2% | -9% | ? | 4% | -9 | 1% | ? | -1% | -4% | 7%
36 | COc1cccc(C2CC(c3ccc(F)cc3)Nc3nc(N)nn32)c1 (stereo not drawn) | -3% | 0% | -7% | 3% | -5 | -2% | ? | 0% | 7% | 0%
37 | O=C1NCC(Nc2ccccc2Cl)C(=O)N1 (stereo not drawn) | . | -5% | . | . | . | . | . | 1% | 4% | 7%
38 | COc1cc(CNc2ccc3[nH]c(=O)[nH]c3c2)ccc1OCc1ccccc1 | 41%[activator] | 0% | 1% | 3% | -19 | -6% | 2% | -3% | -1% | -41%
